Pf growth 48h = P. falciparum growth inhibition at 48 hours (one generation); P. falciparum luciferase growth in erythrocytes, 48 h; Potency, µM (top dose mostly 28.7 µM), inactives show top-dose activity change, negative = inhibition, actives largely listed as inhibitors; actives 5.9% (n = 310,000); also: potency is read from the fitted curve at half-maximal effect; % is scaled to controls: 0 for no effect and ±100 for the full control effect
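Luminescence readout; reporter = integrated firefly luciferase in P. falciparum. RBC culture at 2% hematocrit, 0.1% parasitemia final, 37 C/5% CO2; decreased signal taken as growth inhibition.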
Sm TGR inh = inhibitors of Schistosoma mansoni thioredoxin glutathione reductase | Q962Y6 | purified TGR, DTNB reduction, TNB absorbance 405 nm | Potency, µM (top dose mostly 114 µM), for inactives: top-dose activity change, negative = inhibition, most hits filed as inhibitors | actives 3% (n = 360,000) | AID 485364; also: potency is read from the fitted curve at half-maximal effect; % is scaled to controls: 0 for no effect and ±100 for the full control effect; nearly all actives have a fitted effect of over 60% in size
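Kinetic colorimetric format: TGR-catalysed, NADPH-driven DTNB reduction monitored via TNB absorbance. Enzyme dispensed at 20 nM; compound exposure 15 min at room temperature before reaction start.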
CHX counter = affects cycloheximide protein synthesis inhibition readout, counter-screen. max response, %. actives 12% (n = 300,000). cell reporter, cycloheximide protein synthesis inhibition counterscreen. AID 2314; in the data active = max response mostly above about 13%, no sharp cut-off; inactive = mostly below about 14%; also: read at 38.3 µM for the half of the compounds with a filed dose; 0% is about no effect
Giardia FBPA inh = blocks Giardia fructose-bisphosphate aldolase activity; A8B2U2; purified Giardia FBPA; Potency, µM (doses to about 59.6 µM), for the others: at the highest dose activity, negative = inhibition, usual class: inhibitors; actives 0.71% (n = 290,000); AID 2451; also: potency is read from the fitted curve at half-maximal effect; % is scaled to controls: 0 for no effect and ±100 for the full control effect; nearly all actives have a fitted effect of over 55% in size
Target sequence (A8B2U2 whole entry, looked up): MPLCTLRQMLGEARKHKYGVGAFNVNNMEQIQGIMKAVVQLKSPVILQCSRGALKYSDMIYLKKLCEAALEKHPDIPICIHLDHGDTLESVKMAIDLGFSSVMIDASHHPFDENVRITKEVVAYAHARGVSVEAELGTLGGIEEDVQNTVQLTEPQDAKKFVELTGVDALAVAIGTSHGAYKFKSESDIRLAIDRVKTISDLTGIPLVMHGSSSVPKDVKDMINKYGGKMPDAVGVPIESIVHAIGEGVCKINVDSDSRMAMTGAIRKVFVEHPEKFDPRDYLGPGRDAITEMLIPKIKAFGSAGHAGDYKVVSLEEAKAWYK
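Giardia FBPA (40 nM reagent) was preincubated 10 min at RT with compound (up to 57.5 uM final), then substrate plus GAPDH/TPI/NAD/arsenate coupling system with diaphorase/resazurin was added; resorufin fluorescence (525/598 nm) was read after 20 min.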
Shiga inhibitor = blocks Shiga toxin action in Vero cells; Vero cells, Shiga toxin protein synthesis inhibition reporter; inhibition, % at 38.7 µM; actives 9.2% (n = 290,000); in the data active = inhibition mostly above about 28%, no sharp cut-off; inactive = mostly below about 43%; also: 0% is about no effect
Pf growth 96h = inhibits malaria parasite growth, 96 h; P. falciparum luciferase reporter growth, 96 h; Potency, µM (doses to about 28.7 µM), inactives show at the top dose activity change, negative = inhibition, usual class: inhibitors; actives 6.9% (n = 320,000); AID 504834; also: potency is read from the fitted curve at half-maximal effect; % is scaled to controls: 0 for no effect and ±100 for the full control effect
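Luminescence readout: decreased luciferase signal marks inhibited growth of reporter-expressing P. falciparum in infected red cells (2% hematocrit, 0.05% parasitemia final), exposed to compound two generations (96 h, 37 C, 5% CO2).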
* hit, by the source's call; ? = inconclusive; nt = not tested or not shown; [ ] = dose if it differs, or a comment. Unless noted, calls follow the shape of the dose curve; as a rule, active = well fitted curve in the direction sought with a large enough effect; inconclusive = small, poorly fitted or top-dose-only effect, or another doubt; inactive = no such curve, though single readings can be large; an effect the other way counts as inactive or inconclusive.

SMILES	Pf growth 48h	Sm TGR inh	CHX counter	Giardia FBPA inh	Shiga inhibitor	Pf growth 96h
O=C(c1ccc(CS(=O)c2ccccc2Cl)o1)N1CCN(c2ccccn2)CC1 (stereo not drawn)	-9%	-14%	2	nt	-11	?
O=C(O)C1C2C=CC(C2)C1C(=O)Nc1cccc(Cl)c1 (stereo not drawn)	-1%	7%	7	-4%	-4	-1%
O=C(COc1ccc(Br)cc1CNCCCN1CCOCC1)Nc1ccccc1	3.7µM*	-15%	-1	-6%	13	2.9µM*
COc1ccccc1C(CNC(=O)c1ccc(OCc2c(C)noc2C)cc1)N1CCCC1 (stereo not drawn)	10µM*	?	nt	nt	nt	10µM*
CCOC(=O)c1oc2cc(O)cc(C)c2c(=O)c1-c1cscn1	28%	5%	7	2%	2	0%
CC(C)Cc1nnc(NC(=O)c2ccc(N3CCCC3=O)cc2)s1	5%	-6%	nt	nt	nt	3%
CCOC(=O)C1(CC2CCCCO2)CCN(C(=O)Nc2ccc3c(c2)OCO3)CC1 (stereo not drawn)	?	-11%	-2	-5%	19	24%
CCCCOc1ccc(-c2nnn(CC(=O)Nc3ncc(CC(=O)OCC)s3)n2)cc1	?	-8%	-2	2%	14	?
COc1ccc(CNC(=O)CN2CCN(C(c3ccccc3)c3ccccc3)CC2)cc1	0%	0%	-3	0%	12	0%
Cc1ccc2oc(-c3cccc(NC(=O)c4ccc(Br)o4)c3C)nc2c1	nt	-3%	66*	6%	70*	32%[activator]
CCCCOc1cccc(/C=N/NC(=O)c2csc(C)c2C)c1	5%	2%	1	-7%	10	0%
COc1ccccc1Oc1ccc(S(=O)(=O)NCc2ccccn2)cc1	2%	-13%	3	1%	23	10µM*
C=CCn1c(C(CC(C)C)CC(C)O)n[nH]c1=S (stereo not drawn)	-5%	2%	-2	-28%	-12	23%
COCC(=O)N(CCc1ccc(OC)c(OC)c1)Cc1nc2ccccc2c(=O)[nH]1	1%	0%	6	10%	15	27%
O=c1cccc2n1C[C@H]1C[C@@H]2CN2CCCC[C@@H]12	1%	-14%	-2	4%	-2	36%[activator]
CCOC(=O)c1c(C)[nH]c(C2=NNC(=Nc3ccccc3)SC2)c1C	3.3µM*	-13%	20*	?	30*	3.7µM*
CC(C)(C)c1cc(NC(=O)Nc2ccccc2OC(F)(F)F)no1	12µM*	10%	5	6%	13	?
CCc1nnc(NC(=O)CSc2nc3cccnc3n2Cc2ccccc2)s1	-13%	-4%	8	-2%	-4	-10%
CC(C)N(C(=O)CSc1n[nH]c(=O)n1CCc1ccccc1)C(C)C	-2%	7%	0	17%	-10	11%
CCc1noc(C)c1C(=O)N1CCN(S(=O)(=O)c2cc(C)ccc2C)CC1	34%[activator]	5%	1	-4%	-16	-19%

Four entries from above, as labelled records:
CCCCOc1cccc(/C=N/NC(=O)c2csc(C)c2C)c1
  Pf growth 48h: 5%
  Sm TGR inh: 2%
  CHX counter: 1
  Giardia FBPA inh: -7%
  Shiga inhibitor: 10
  Pf growth 96h: 0%

CC(C)Cc1nnc(NC(=O)c2ccc(N3CCCC3=O)cc2)s1
  Pf growth 48h: 5%
  Sm TGR inh: -6%
  CHX counter: nt
  Giardia FBPA inh: nt
  Shiga inhibitor: nt
  Pf growth 96h: 3%

CC(C)(C)c1cc(NC(=O)Nc2ccccc2OC(F)(F)F)no1
  Pf growth 48h: 12µM*
  Sm TGR inh: 10%
  CHX counter: 5
  Giardia FBPA inh: 6%
  Shiga inhibitor: 13
  Pf growth 96h: ?

CCOC(=O)c1oc2cc(O)cc(C)c2c(=O)c1-c1cscn1
  Pf growth 48h: 28%
  Sm TGR inh: 5%
  CHX counter: 7
  Giardia FBPA inh: 2%
  Shiga inhibitor: 2
  Pf growth 96h: 0%

The list goes on:
SMILES	Pf growth 48h	Sm TGR inh	CHX counter	Giardia FBPA inh	Shiga inhibitor	Pf growth 96h
C=CCOc1ccccc1C1C2=C(CC(C)(C)CC2=O)Nc2c1c(=O)n(C)c(=O)n2C (stereo not drawn)	?	3%	-5	10%	-14	?
Cc1ccc(-c2ccc(CCC(=O)O)n2NC(=O)c2ccc([N+](=O)[O-])cc2)cc1	2%	?	0	-1%	-5	-8%
Cc1nnc(NC(=O)c2ccccc2Oc2ccccc2)s1	-18%	7%	-4	1%	-5	5%
COc1ccc(NC(=O)N2CCC(Cc3ccccc3)CC2)cc1	-24%	nt	19*	1%	35	151%[activator]
CC(C)(C)c1ccc(N/N=C(\C#N)S(=O)(=O)C(C)(C)C)cc1	?	-17%	9	-6%	13	-19%
COC(=O)C1=C(c2ccc(Cl)c(C(F)(F)F)c2)C[C@@H]2CC[C@H]1N2C(=O)NCCCOC(C)C	?	-6%	nt	nt	nt	?
CC(C)c1ccc(OCc2ccc(C(=O)NN3CCN(C)CC3)o2)cc1	85%[activator]	-11%	79*	-1%	170*	?
Cc1cc(C)c(C)c(S(=O)(=O)NCc2ccc(C(=O)NCC3CCCO3)cc2)c1C (stereo not drawn)	-18%	5%	-2	nt	-17	?
CC1CCN(C(=O)CSc2ccc(-c3ccc4c(c3)OCCO4)nn2)CC1	30%	-10%	20*	nt	35	80%[activator]
CN(CC(=O)NCCCc1ccccc1)S(=O)(=O)c1ccc(Br)cc1	2%	-12%	-5	-5%	-14	?
Cc1c(OCC(=O)N(C)c2ccccc2)ccc2c3c(c(=O)oc12)CCC3	?	4%	24*	-1%	74*	?
O=C(NCc1ccccc1)c1ccc2c(=O)n(CCCN3CCCC3=O)c(=S)[nH]c2c1	nt	5%	-4	5%	-7	?
CSc1nc(N)c(C#N)c(-c2ccccc2Cl)c1C#N	3%	3%	1	-9%	-42	nt
CCn1c(SCC(=O)N2CCCCC2)nc2c(c1=O)SCC2	?	-4%	0	-6%	11	?
N=c1sccn1CC(=O)Nc1ccc(Cl)c(S(=O)(=O)N2CCOCC2)c1	41%[activator]	2%	-4	-26%	18	53%[activator]
CCOC(=O)C1=C(C)Nc2sc(C(=O)c3ccc(C)cc3)c(N)c2C1c1ccc(C(=O)OC)cc1 (stereo not drawn)	12µM*	-1%	-3	-7%	3	5.2µM*
Cc1cccc2nc(CSc3nnc(N)s3)cn12	73%[activator]	-4%	22*	-3%	65*	34%[activator]
CN(C)CCCn1c(NC(=O)C2CCCCC2)nc2ccccc21	23%	-4%	-2	7%	-6	7%
Nc1ccc(N)c(C(=O)O)c1	nt	18µM*	-9	?	-6	nt
CNc1ccccc1-c1nc2ccccc2n(C)c1=O	3%	1%	8	-4%	-22	1%
COc1ccccc1NC(=O)N(CCN1CCOCC1)Cc1cc2cc(C)cc(C)c2[nH]c1=O	?	4%	1	-1%	-20	9%
CCc1nnc(NC(=O)CSCc2cc(=O)n3nc(C)sc3n2)s1	6%	-9%	-13	nt	-5	?
O=C(CCSCc1ccc(Cl)cc1)NCc1ccco1	-5%	-28%	5	5%	2	-30%
O=C(CSc1ncn(-c2ccccc2)n1)c1cccs1	107%[activator]	-1%	64*	-13%	88*	nt
CSCc1cc(N2CCOCC2)nc(-c2ccccc2)n1	-4%	3%	-3	0%	6	3%
O=C1c2ccccc2C(=O)N1CC1c2ccccc2CCN1C(=O)CN1CCOCC1 (stereo not drawn)	-16%	12%	-7	-6%	-18	13%
C=CCSc1nnc(-c2nnc(SCC=C)n2-c2ccccc2)n1-c1ccccc1	?	-1%	6	-3%	-10	6.6µM*
CN1CCCN(S(=O)(=O)c2ccccc2)CC1	30%	-24%	-1	2%	25	32%[activator]
Cc1ccccc1Cc1c(C)nc2c(C(=O)NCc3ccc4c(c3)OCO4)cnn2c1C	?	1%	-2	7%	-10	?
COc1ccccc1N(C(=O)c1snc(C(N)=O)c1N)C(C(=O)NC1CCCCC1)c1cccc(OC)c1OC (stereo not drawn)	8.3µM*	5%	2	-8%	-13	-8%
CCOc1ccc(Cn2c3ccc(OC)cc3c3nc4ccccc4nc32)cc1	-3%	-5%	-4	4%	-9	27%
c1ccc2cc(OCCN3CCCC3)ccc2c1	33%[activator]	20%	16	?	35	?
CCCC(=O)Nc1nnc(CCN2CCCCC2)s1	18%	-26%	-3	nt	-4	0%
CC(=O)c1cc(CN2CCN(CCC(C)C)C(CCO)C2)cs1 (stereo not drawn)	54%[activator]	-6%	-1	6%	2	110%[activator]
COc1ccc(NC(=O)CSc2nc(N)c3cc4c(nc3n2)CC(C)(C)OC4)cc1	45%[activator]	12%	-2	0%	1	-17%
CC(C)C[C@H](NC(=O)N1CC(=O)Nc2ccccc21)C(=O)N[C@@H](Cc1ccccc1)C(=O)O	36%	-15%	-1	11%	-5	?
COCCCNC(=O)CNC(=S)N(Cc1ccccc1F)C1CCCCC1	nt	0%	-1	5%	-2	?
Cc1cccc(C(=O)Nc2ccc(C)c(OC(=O)c3cccc(C)c3)c2)c1	156%[activator]	7%	56*	-8%	193*	224%[activator]
CCc1noc(C)c1C(=O)N1CCCSC1=Nc1ccccc1OC	-6%	4%	nt	nt	nt	-9%
O=C(Nc1ccc(O)cc1C(=O)O)c1cccs1	10%	4%	0	-1%	38	?
COC(=O)c1cccc(NC(=O)CN2C(=O)C3CCCCC3C2=O)c1 (stereo not drawn)	2%	-12%	nt	nt	nt	17%
CC(C)(C)OC(=O)N1CCOCCOCCNCCOCCOCC1	10%	-1%	-2	6%	5	-19%
Cc1ccc(C2C(C(N)=S)=C(N)OC3=C2C(=O)CC(C)(C)C3)cc1 (stereo not drawn)	3%	5%	0	-24%	1	6%
O=C(NCCCO)c1ccc(CSc2nc3ccccc3[nH]2)cc1	64%[activator]	8%	11*	1%	31	2%
Nc1c(C(=O)Nc2ccc(F)cc2)sc2nc(-c3ccco3)ccc12	-20%	?	32*	-9%	67	-15%
C=CCn1c(CNc2ccccc2)nnc1SCC(=O)N/N=C/c1ccc(O)cc1O	?	5%	6	19%	-15	67%[activator]
COC(=O)C1=C(C)NC(=O)/C1=C/c1ccc(CNS(=O)(=O)c2ccc(C)cc2)o1	1%	22µM*	-2	?	-6	47%[activator]
CC1(C)CC(=O)C=C(NC2=CC3OC(c4ccccc4)OCC3OC2=O)C1 (stereo not drawn)	15%	20µM*	18	1%	29	-16%
COc1ccc(C(=O)Nc2nc3ccccc3[nH]2)cc1OC	196%[activator]	0%	42*	-14%	86*	39%[activator]
COc1ccc(CN2CCN(CCCCOc3ccc(Cl)cc3)CC2)c(OC)c1OC	-4%	-1%	8	18µM*	4	-8%
O=C(O)CCc1nn2c3ccccc3n(CC(=O)c3ccccc3)c2nc1=O	nt	5%	-3	-6%	2	-63%
CN(C)S(=O)(=O)Oc1ccccc1C(=O)Nc1cccc(C(F)(F)F)c1	?	-1%	1	-4%	27	0%
C/C(CCc1ccc2c(c1)OCO2)=N\NC(=O)c1ccccc1	3%	-2%	36*	1%	76*	8%
Cc1ccc(NC(=O)C(=O)NCCOc2ccc(Cl)cc2)c(C)c1	-3%	-6%	-2	5%	-9	?
CCOc1ccc(NC(=O)Nc2ccc3nccnc3c2)cc1	-22%	-2%	4	-14%	29	?
Cc1cccc(C(=O)N2CCCN(C(=O)c3cccc(C)c3)CC2)c1	nt	-1%	-2	2%	19	?
Nc1cccc(-c2nc3cc(S(=O)(=O)c4ccc5oc(-c6cccc(N)c6)nc5c4)ccc3o2)c1	?	8%	4	5%	20	-19%
Cc1nn(-c2ccccc2)c(C)c1S(=O)(=O)O	8%	-1%	-2	4%	4	-20%
COc1cc(C(C)=O)ccc1OCCCOc1cccc2cccnc12	-8%	2%	2	-4%	48*	-9%
O=C(Nc1c[nH]c(=O)[nH]c1=O)c1cc([N+](=O)[O-])cc([N+](=O)[O-])c1	-20%	-23%	-8	-2%	-13	?

Assay outcomes as filed in PubChem.
